High-throughput results from PubChem BioAssay.
DRD3 agonist – D3 dopamine receptor (human) agonism | P35462 | D3R DiscoveRx beta-arrestin cells, luminescence, 90 min | max activation, % | hit rate 0.58% among 410,000; in the data active means max activation above about 30%; further: 0% is about no effect; mostly tested at two doses, the higher about 12 µM
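Agonist mode: compounds and dopamine controls were applied to plated cells for 90 min at 37 degrees C after an overnight attachment at 1500 cells/well. Luminescent read-out followed 30 - 60 minutes at room temperature with DiscoveRx detection reagent.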
EPAC2 antag – EPAC2 (human) antagonism; Q8WZA2; EPAC2 GEF exchange of Rap1B-BODIPY-GDP, fluorescence; Potency, µM (doses to about 114 µM), without a hit: at the highest dose activity, negative = inhibition, most hits filed as inhibitors; hit rate 0.18% among 360,000; further: potency means the concentration at half of the fitted maximal effect; on the % scale 0 is the no-effect control and ±100 the full control effect; nearly all actives have a fitted effect of over 45% in size; many of its hits are not listed in these tables
Target sequence (Q8WZA2 whole entry, looked up): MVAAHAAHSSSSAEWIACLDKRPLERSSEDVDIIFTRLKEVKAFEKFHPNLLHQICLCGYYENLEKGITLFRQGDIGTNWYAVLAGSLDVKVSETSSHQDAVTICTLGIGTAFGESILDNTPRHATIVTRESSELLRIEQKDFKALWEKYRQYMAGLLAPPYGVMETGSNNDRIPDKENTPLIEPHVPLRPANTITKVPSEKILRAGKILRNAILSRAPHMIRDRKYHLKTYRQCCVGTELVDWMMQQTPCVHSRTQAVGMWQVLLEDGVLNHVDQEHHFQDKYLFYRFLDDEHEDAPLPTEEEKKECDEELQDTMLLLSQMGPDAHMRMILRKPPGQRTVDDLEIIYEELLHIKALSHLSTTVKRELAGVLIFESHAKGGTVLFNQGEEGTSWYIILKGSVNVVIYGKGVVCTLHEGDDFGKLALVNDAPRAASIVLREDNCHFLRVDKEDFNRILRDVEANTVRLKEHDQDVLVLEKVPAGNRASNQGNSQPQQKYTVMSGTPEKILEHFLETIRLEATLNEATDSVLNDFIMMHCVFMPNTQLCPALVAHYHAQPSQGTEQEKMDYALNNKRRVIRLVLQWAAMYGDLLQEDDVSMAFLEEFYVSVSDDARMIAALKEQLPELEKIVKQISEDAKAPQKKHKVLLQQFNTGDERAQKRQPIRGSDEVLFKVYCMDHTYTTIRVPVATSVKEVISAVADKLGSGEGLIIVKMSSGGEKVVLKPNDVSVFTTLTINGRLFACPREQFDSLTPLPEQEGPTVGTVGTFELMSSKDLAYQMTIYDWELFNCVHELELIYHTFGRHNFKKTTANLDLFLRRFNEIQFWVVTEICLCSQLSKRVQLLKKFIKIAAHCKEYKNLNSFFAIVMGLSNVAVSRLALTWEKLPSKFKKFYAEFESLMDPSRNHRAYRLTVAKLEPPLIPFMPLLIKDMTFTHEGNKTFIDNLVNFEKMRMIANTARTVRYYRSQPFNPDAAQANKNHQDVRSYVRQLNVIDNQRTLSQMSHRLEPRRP
aSyn rescue – rescues yeast growth from alpha-synuclein toxicity | Potency, µM (titrated, usually from 46.1 µM), without a hit: at the top dose growth rescue (activation), usual class: activators | Yeast expressing alpha-synuclein, growth rescue, BacTiter-Glo, 24 h | hit rate 0.14% among 370,000; further: potency means the concentration at half of the fitted maximal effect; % of control where 0% means no effect; nearly all actives have a fitted effect of over 65% in size
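Screening used galactose-induced yeast with toxic alpha-synuclein levels, exposed to compound for 24 hr at 30 deg C. Cell growth, read with BacTiter-Glo luminescence, gave the measured signal.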
EPAC2 agonist – activates human EPAC2 exchange factor | Q8WZA2 | EPAC2 activation, biochemical qHTS; response scale: 100% = 6.5 mM cAMP response | Potency, µM (top dose mostly 154 µM), without a hit: at the top dose activation, most hits filed as activators | hit rate 0.079% among 360,000 | AID 720711; further: potency means the concentration at half of the fitted maximal effect; nearly all actives have a fitted effect of over 50% in size
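Compounds were titrated in qHTS against a Rap1B-BODIPY-GDP (250 nM) complex with EPAC2 (100 nM) and GDP (50 uM). BODIPY-GDP release tracked at 480/540 nm over 30 min at room temperature, normalized to 6.5 mM cAMP.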
FUS yeast rescue – rescues growth of FUS-expressing yeast; AID 1347120; hit rate 0.24% among 390,000; Potency, µM (series often up to 76.6 µM), for the others: at the top dose growth rescue (activation), most hits filed as activators; S. cerevisiae FUS-expressing, growth rescue, OD600, 24 h;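 further: potency means the concentration at half of the fitted maximal effect; plate controls were DMSO vehicle for no effect and reference control for full effect; nearly all actives have a fitted effect of over 55% in size; some results filed as inactive show a strong effect at the top dose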
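Steps: raffinose overnight preculture; dilution to OD 0.005 in 2% galactose minimal medium; compound addition (concentration series); 24hr at 30C, 99% humidity; absorbance read at 600 nm.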
TDP-43 yeast inh – inhibitors of TDP-43 toxicity in yeast | hit rate 1.8% among 410,000 | Potency, µM (series often up to 46.1 µM), inactives show at the highest dose growth rescue (activation), actives largely listed as activators | TDP-43 expressing yeast growth rescue, BacTiter-Glo, 24 h; further: potency means the concentration at half of the fitted maximal effect; % of control where 0% means no effect; nearly all actives have a fitted effect of over 50% in size
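Growth rescue of TDP-43-toxic yeast measured as ATP luminescence (BacTiter-Glo). Cells grown to mid-log in raffinose, induced in galactose at OD600=0.02, exposed to compound 24 hr at 30 deg C.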
D3 antag – antagonists of human D3 dopamine receptor; AID 652054; D3R cells, DiscoveRx beta-arrestin luminescence, antagonist mode; hits give low values; P35462; hit rate 2.5% among 360,000; max response, negative = inhibition, %; in the data active means max response below about -50%; inconclusive means no clear call, values can overlap the other calls; further: on the % scale 0 is the no-effect control and ±100 the full control effect; mostly tested at two doses, the higher about 12 µM
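Cells expressing the human receptor were seeded at 1500 cells/well, incubated overnight at 37 degrees C in 5% CO2, then exposed to library compounds with dopamine controls for 90 minutes at 37 degrees C before luminescent detection.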
Abeta yeast res – compounds reversing amyloid beta toxicity in yeast; hit rate 0.063% among 410,000; yeast expressing A-beta42, growth rescue, OD600, 48 h; response scale: 0% DMSO, 100% iron-clioquinol control; Potency, µM (series often up to 46.1 µM), for inactives: at the top dose growth rescue, actives largely listed as activators; further: potency means the concentration at half of the fitted maximal effect; nearly all actives have a fitted effect of over 55% in size
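Growth rescue measured by 600 nm absorbance after 48 h yeast culture at 30 C with compound. Values normalized between DMSO and an equimolar ferric chloride plus clioquinol control.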
The depositor's hits bear a star; ? = inconclusive; · = not tested or not shown; [ ] = remark or other dose. Unless noted, the call rests on the fitted dose curve; in most records, active means well fitted curve in the direction sought with a large enough effect; inconclusive means small, poorly fitted or top-dose-only effect, or another doubt; inactive means no such curve, though single readings can be large; an effect the other way counts as inactive or inconclusive.

SMILES	DRD3 agonist	EPAC2 antag	aSyn rescue	EPAC2 agonist	FUS yeast rescue	TDP-43 yeast inh	D3 antag	Abeta yeast res
CCc1nc2ccc(C(=O)NCCN3CCNC3=O)cn2c1N(C)Cc1ccc(OC)cc1	-7	22%	-7%	8%	-13%	1%	0	-21%
CCC1=[N+](C)c2cccc3cccc(c23)N1C	-10	-7%	-5%	9%	0%	-9%	1	7%
C/C(=N\NC(=O)c1ccc(CSc2cccc3cccnc23)cc1)C1CCCCC1	-3	-7%	-3%	11%	·	11%	-7	-1%
O=C(N(c1ccccc1)c1ccccc1)N(c1ccccc1)c1ccccc1	-5	?	16%	12%	41%	6%	-2	-8%
CCOC(=O)N=Nc1c(O)n(Cc2ccccc2)c2ccccc12	1	-3%[57.1 µM]	1%	17%	-7%	7%	19	3%
COC(=O)C(C(=O)OC)c1ncccc1[N+](=O)[O-]	12	-3%	1%	1%	-6%	-8%[1.82 µM]	5	-4%
O=C(COc1ccc(Cl)cc1)N1CCN(c2ncccn2)CC1	4	8%	7%	4%	3%	8%	-6	15%
Cc1cc(C)c(OCC(=O)Nc2ccc(NC(=O)c3ccco3)cc2)c([N+](=O)[O-])c1	-1	-1%	0%	-2%	30%	-1%	-4	9%
COc1ccc(N2CCN(C(=O)C3CCN(S(=O)(=O)c4cccc5nonc45)CC3)CC2)cc1	8	·	·	·	38%	13%	·	3%
CCOc1ccccc1NC(=O)C(=O)c1cc(C)n(-c2ccc(F)cc2)c1C	-7	·	·	·	-7%	0%	·	-22%

Already shown: entries from further up.
SMILES	DRD3 agonist	EPAC2 antag	aSyn rescue	EPAC2 agonist	FUS yeast rescue	TDP-43 yeast inh	D3 antag	Abeta yeast res
COc1ccc(N2CCN(C(=O)C3CCN(S(=O)(=O)c4cccc5nonc45)CC3)CC2)cc1	8	·	·	·	38%	13%	·	3%
CCOc1ccccc1NC(=O)C(=O)c1cc(C)n(-c2ccc(F)cc2)c1C	-7	·	·	·	-7%	0%	·	-22%

More compounds follow:
SMILES	DRD3 agonist	EPAC2 antag	aSyn rescue	EPAC2 agonist	FUS yeast rescue	TDP-43 yeast inh	D3 antag	Abeta yeast res
Cc1cccc(-n2cc(-c3ccccc3)c3c(NC(C)C)ncnc32)c1	-15	·	·	·	40%	?	·	1%
COc1cc(C(C)=O)ccc1OCC(=O)NCc1ccccc1CN1CCCC1	-4	-8%	-10%	9%	-28%	9%	-17	-8%
CCO[C@H]1OC(C(N)=O)=C[C@@H](c2coc3ccccc3c2=O)[C@@H]1CCCO	1	20%	1%	11%	-5%	5%	?	-5%
COc1ccc(NC(=O)C2(C)CCN2C(=O)CC2CCCC2)cc1OC (stereo unspecified)	3	1%	3%	2%	7%	0%	17	-5%
COCC(C)n1c(C)cc(C(=O)CSc2nc3ccccc3c(=O)[nH]2)c1C (stereo unspecified)	13	-3%	2%	-4%	35%	-16%	-13	3%
O=C(NC1CC(=O)N(c2ccc(F)cc2)C1)c1ccc(S(=O)(=O)N2CCCCC2)cc1 (stereo unspecified)	-14	·	·	·	?	22%	·	-6%
Cc1ccc(-n2nnnc2CNC(=O)C2CC(=O)N(c3ccc(F)cc3)C2)cc1C (stereo unspecified)	1	-14%	3%	2%	12%	0%	13	1%
CN(Cc1ccc(Cl)cc1)C(=O)CCl	-14	3%	-5%	0%	-20%	16µM*	-17	-1%
Cc1ccc(C2=NNC(c3cccc(F)c3)S2)cc1 (stereo unspecified)	1	21%	-5%	0%	-42%	6%	17	-9%
O=C(Nc1ccc2c(c1)N(C1CCCC1)C(=O)c1ccccc1S2)c1ccccc1	-6	·	·	·	14%	18%	·	-13%
COc1cc(C(=O)Nn2c(CC(C)C)nc3ccccc3c2=O)cc(OC)c1OC	1	-1%	2%	-6%	25%	5%	3	26%
COc1ccc(NC(=O)c2cc(-c3ccc(F)cc3)no2)cc1OC	7	·	·	·	-16%	0%[9.22 µM]	·	0%
CCCc1cc(=O)oc2c(CN3CCN(C)CC3)c(O)ccc12	32*	2%	0%	0%	18%	-3%	5	16%
COc1ccc(-c2cc(C3CCN(Cc4cccc(C(F)(F)F)c4)CC3)[nH]n2)cc1	-9	-16%	7%	3%	10%	-8%[0.397 µM]	4	8%
COc1ccc2[nH]c3c(c2c1)CC(C)NC3=O (stereo unspecified)	1	-1%	0%	3%	-19%	15%	-3	14%
CCCCCOC(=O)c1ccccc1C(=O)O	4	13%	17%	-2%	19%	-16%	14	19%
CCc1nn(C(C)C(=O)N2CCN(c3ccc(OC)cc3)CC2)c(=O)c2cc3occc3n12 (stereo unspecified)	4	-4%	0%	9%	10%	32µM*	-3	-64%[inhibitor]
COc1ccc(C(=O)Nc2ccc(S(=O)(=O)NC(C)=O)cc2)cc1[N+](=O)[O-]	-7	0%	2%	8%	35%	-22%[9.22 µM]	-21	-17%
O=C(CNC(=O)Cc1ccccc1)NCC(=O)N1CCN(C(c2ccccc2)c2ccccc2)CC1	2	3%	8%	-6%	9%	7%	1	-16%
CN1CCN(C(=O)CCCN2C(=O)/C(=C/c3ccc(Cl)cc3)SC2=S)CC1	-6	11%	?	-3%	3%	-25%	0	-1%
CCCCCNC(=O)C(c1cccc2ccccc12)n1c(=O)c(-c2ccco2)nc2ccccc21 (stereo unspecified)	6	-9%	0%	4%	?	?	-13	0%
COC(=O)NCC(c1ccc2c(c1)OCO2)N1CCN(c2ccccc2)CC1 (stereo unspecified)	-1	-10%	-4%	4%	3%	1%	-20	-6%
Cc1c(N=C2NN=C(c3c[nH]c4ccccc34)CS2)c(=O)n(-c2ccccc2)n1C	0	0%	-7%	6%	?	-10%	-19	9%
O=[N+]([O-])c1ccc(N2CCN(c3ccc(Cl)nn3)CC2)cc1NC1CC1	2	7%	0%	-4%	-9%	13%	26	12%
COc1ccc2[nH]c(C)c(CCNC(=S)Nc3ccc(C)cc3)c2c1	1	4%[57.1 µM]	0%	?	8%	11%	-19	29%
O=C(Nc1ccc(F)cc1F)c1ccc(-n2cncn2)nc1	1	2%[57.1 µM]	-13%	0%	4%	17%	9	-11%
CC1SC(c2ccccc2Cl)NC1=O (stereo unspecified)	-6	-4%	-4%	-1%	-15%	9%	-9	?
COc1ccc(C)cc1NC(=O)CCN1CC(C)OC(C)C1 (stereo unspecified)	-9	9%	1%	1%	-2%	-1%[0.397 µM]	13	4%
CCc1nc2oc3ccccc3c(=O)c2c(=O)n1-c1ccccc1	19	-9%	-1%	9%	38%	20%	18	0%
COc1ccc(Cl)cc1NC(=O)NCCc1c(C)nn(C)c1C	-3	·	·	·	11%	?	·	0%
COc1ccccc1CCC(=O)Nc1ccc2c(c1)c(=O)n(C)n2-c1cccs1	-11	8%	-4%	9%	0%	-8%	-13	-21%
Cc1ccccc1C(C)NC(=O)COC(=O)Cn1cc(C(F)(F)F)ccc1=O (stereo unspecified)	0	10%	1%	2%	-2%	2%	6	-3%
O=[N+]([O-])c1cc([N+](=O)[O-])c(Oc2cc(F)ccc2F)cc1NN1CCCCC1	-1	-23%	2%	-2%	-10%	12%	?	-12%
CCC[C@H]1NC(=O)[C@H](C)N(C)C(=O)C(C)(C)C(=O)C(C)NC(=O)[C@H](Cc2ccc(OC)cc2)N(C)C(=O)[C@H](C(C)C)N(C)C(=O)CNC(=O)[C@H](CC(C)C)N(C)C(=O)CNC(=O)[C@H]([C@@H](C)CC)OC(=O)[C@H]1C (stereo partly specified)	-4	4%	11%	-3%	?	35µM*	49	-56%[inhibitor]
CCN(C(=O)CSc1nc(C)nc2sc(C)c(C)c12)C1CCS(=O)(=O)C1 (stereo unspecified)	9	-2%	0%[1.84 µM]	1%	10%	19%	9	-2%
Cc1oc(-c2cccc(Cl)c2)nc1CS(=O)(=O)CC(=O)NC1CC1	-13	4%	9%	-10%	-6%	-15%	12	-13%
OCCNCCOCCOc1ccccc1-c1ccccc1	-4	9%	2%	-6%	0%	5%	-16	5%
CCCCCC(=O)Nc1ccc2oc(-c3ccncc3)nc2c1	1	9%	5%	4%	17%	6%	4	-1%
COc1cc(/C=C/C(=O)OCC(=O)Nc2cc(C)on2)ccc1OCC#N	-8	1%	-10%	-4%	-11%	-29%	11	-3%
COc1cccc(NC(=O)Cn2c(=O)n(CCC(=O)NCCc3ccc(Cl)cc3)c(=O)c3ccccc32)c1	1	·	·	·	-10%	25%	·	7%
O=C(Nc1cccc(NC(=O)c2ccccc2Cl)c1)c1ccc([N+](=O)[O-])o1	-2	-12%	-10%	8%	15%	-13%	-15	-3%
COc1ccc(Cl)cc1NC(=O)COc1cccc(-n2cnnn2)c1	-5	0%	0%	1%	5%	5%	-17	-6%
O=C(Nc1ccccc1C(F)(F)F)c1ccccc1Br	6	-3%	2%	-5%	10%	24%	-6	8%
COc1ccc(OCCCC(=O)Nc2cc(S(=O)(=O)N3CCCCC3)ccc2C)cc1	-3	10%	-6%	16%	25%	-20%	-27	-15%
COc1ccc(C(=O)NC(=O)Nc2cc(C)ccn2)cc1	-10	1%	-10%	7%	-18%	-13%	2	3%
CCc1ccccc1NC(=O)CSc1nc(C)c(C)o1	8	0%	6%	8%	4%	18%	8	18%
CC1CCN(S(=O)(=O)c2cc(C(=O)N3CCN(c4ccccc4F)CC3)n(C)c2)CC1	0	·	·	·	?	22%	·	9%
Brc1ccc(Nc2c3c(nc4ncnn24)CCC3)cc1	0	5%	5%	3%	-6%	13µM*	-13	14%
CCCCN(C)C(=S)Nc1ccc2nc(N3CCN(CC)CC3)cc(C)c2c1	-10	4%	0%	7%	-6%	-22%	-15	4%
N#Cc1ccc(OCC(=O)Nc2ccc(N3CCCC3)cc2)cc1	-2	12%	-4%	9%	4%	9%	-5	1%
The results go on.
SMILES	DRD3 agonist	EPAC2 antag	aSyn rescue	EPAC2 agonist	FUS yeast rescue	TDP-43 yeast inh	D3 antag	Abeta yeast res
CC1(C)CC(=O)C(C=Nc2ccc(N)cc2)=C(O)C1	5	-4%	1%	6%	0%	19%	-1	-2%
COC(=O)c1cn(NC(=O)CC2CCCCC2)c(=O)c2ccccc12	1	-1%	4%	-5%	-9%	?	45	10%
Cc1ccc(S(=O)(=O)c2nc(-c3cccc(C)c3)oc2N2CCCCC2)cc1	3	·	·	·	4%	4%	·	-2%
O=C(c1ccc(Cl)cc1)c1ccc(OCC(=O)N2CCOCC2)cc1	0	-5%	1%	1%	26%	13%	-11	4%
O=C(Nc1ccc(Oc2ccc(NC(=O)C3CCCO3)cc2)cc1)C1CCCO1 (stereo unspecified)	-10	0%	-4%	-11%	5%	6%	14	12%
O=C(O)C(c1ccccc1)N1CCCC1 (stereo unspecified)	-3	8%	-18%	3%	1%	2%	5	16%

These rows are one share of the data (hit frequency here may not be typical).
